Screening data deposited in PubChem BioAssay by several laboratories.
HSF1 inhib = HSF1 inhibitors in luciferase reporter cells, primary screen, cell-based, NIH3T3, luminescence; 0.77% of 300,000 active; NIH3T3-HGL HSE-luciferase, MG132-induced, luminescence 8 h; stronger effect = lower value; activity change, negative = inhibition, % at 7.5 µM (by protocol); AID 2098, 2009;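 active = more than half of replicate wells show activity change below -50%, luminescence cut by over half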;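 note: luciferase reports HSF-1 transcriptional activity via heat shock element; 0% = median of DMSO wells and -100% = zero luminescence signal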
aSyn UTR inh = MLPCN primary screen, SNCA 5' untranslated region | alpha-synuclein 5'UTR reporter, inhibitor activity | inhibition, % (tested at 7.5 µM) | 0.82% of 300,000 active; in the data active = inhibition above about 60%;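 note: H4 neuroglioblastoma cells stably carrying SNCA 5'UTR luciferase fusion; 0% = DMSO wells and 100% = positive control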
AI-2 QS modul = Vibrio harveyi AI-2 quorum sensing modulators, primary screen, JMH597 strain, luminescence/OD600 ratio; Vibrio harveyi JMH597 AI-2 luminescence/OD600 ratio, 9 h; stronger effect = lower value; strain lacks LuxN and CqsS sensors; 0 = neutral-control median; activity change, % at 7.5 µM; 0.4% of 300,000 active; AID 2094, 2009; in the data active = activity change below about -75%, passing the limit was not always enough;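 note: luminescence divided by OD600 gain over 9 h not by final OD600 alone; inactives centre near 13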
IEC-6 cytotox = cytotoxicity in IEC-6 intestinal epithelial cells, primary screen, cytotoxicity control for KLF5 inhibitor project, cell-based, luminescence; inhibition, % at 5 µM; 0.78% of 290,000 active; IEC-6 cytotoxicity, luminescence viability; AID 1825, 2009; in the data active = inhibition above about 22%;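 note: 0% = plate median of test compound wells and 100% = cytotoxic reference compound wells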
HSF1 activator = HSF-1 activators, primary screen, NIH3T3-HGL cells, MG132 stress, luminescence, single point; NIH3T3-HGL HSF-1 luciferase reporter, 8 h; 100% = twice DMSO control signal; activation, % at 9 µM; 1.7% of 300,000 active;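 active = mean replicate activation of at least 50% with a set share of replicates each reaching 50%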;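 note: 0% = median of the neutral control wells and 100% = twice that signal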
HSP90 inh = HSP90 inhibitors, primary screen, cell lysate, luminescence; 0.91% of 290,000 active; inhibition, % at 5.6 µM; Heat shock protein HSP 90 (rabbit reticulocyte lysate; luciferase refolding); Rabbit reticulocyte lysate, luciferase refolding luminescence, 3 h;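 active = inhibition above the screen-wide mean plus 3 SD, computed separately per campaign, cut at about 16% in these data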;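 note: 0% = DMSO wells and 100% = 60 µM geldanamycin wells; inhibitors lower the luminescence because luciferase stays unfolded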
GSK3 alpha inh = blockers of GSK3A enzyme activity – biochemical, luminescence, cell-free homogeneous, HTS, primary screen; Glycogen synthase kinase-3 alpha (Homo sapiens), P49840; GSK-3 alpha kinase, ADP-Glo luminescence, 60 min; inhibition, % at 10 µM; 0.1% of 320,000 active; AID 2650, 2010;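 in the data active = inhibition above about 50%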;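 note: GST-tagged GSK-3 alpha with peptide substrate and 25 µM ATP; 0% = DMSO neutral wells and 100% = GW8510 positive control wells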
Target sequence (P49840 whole entry, looked up): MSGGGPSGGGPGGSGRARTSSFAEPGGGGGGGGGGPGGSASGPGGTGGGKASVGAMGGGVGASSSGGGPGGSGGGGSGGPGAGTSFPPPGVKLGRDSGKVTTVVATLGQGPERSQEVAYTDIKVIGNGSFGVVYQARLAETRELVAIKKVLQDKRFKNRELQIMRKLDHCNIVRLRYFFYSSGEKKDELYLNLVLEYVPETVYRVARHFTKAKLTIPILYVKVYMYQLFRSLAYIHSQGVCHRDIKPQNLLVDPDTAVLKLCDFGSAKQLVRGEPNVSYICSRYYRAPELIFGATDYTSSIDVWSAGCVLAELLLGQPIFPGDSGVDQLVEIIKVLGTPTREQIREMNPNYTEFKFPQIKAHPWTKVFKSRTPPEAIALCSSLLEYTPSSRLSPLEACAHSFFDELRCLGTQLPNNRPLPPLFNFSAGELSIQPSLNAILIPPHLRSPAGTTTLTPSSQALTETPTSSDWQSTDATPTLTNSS
GSK3B inh = human GSK3beta kinase inhibitors, primary screen, biochemical, cell-free homogeneous, HTS; Glycogen synthase kinase-3 beta (Homo sapiens), P49841; GST-GSK3beta kinase, ADP-Glo luminescence, 60 min; stronger effect = lower value; activity score (negative = inhibition), % at 10 µM; 0.038% of 300,000 active; AID 2097, 2009;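 active = more than half of replicate wells score below -50%, meaning over 50% inhibition versus plate controls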;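 note: 0% = median DMSO wells and -100% = median GW8510 positive control wells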
Target sequence (P49841 whole entry, looked up): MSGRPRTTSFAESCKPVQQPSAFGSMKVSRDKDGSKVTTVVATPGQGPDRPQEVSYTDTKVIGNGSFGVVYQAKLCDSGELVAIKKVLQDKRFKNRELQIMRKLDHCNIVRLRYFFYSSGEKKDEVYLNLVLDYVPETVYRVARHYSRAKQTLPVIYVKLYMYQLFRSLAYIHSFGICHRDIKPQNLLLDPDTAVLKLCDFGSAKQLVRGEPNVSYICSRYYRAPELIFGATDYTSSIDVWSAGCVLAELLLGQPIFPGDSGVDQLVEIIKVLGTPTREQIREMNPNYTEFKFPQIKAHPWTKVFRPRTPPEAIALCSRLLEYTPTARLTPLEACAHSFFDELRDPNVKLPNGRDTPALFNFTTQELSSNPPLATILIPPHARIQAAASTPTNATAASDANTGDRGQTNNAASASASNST
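Assay system: GST-tagged human GSK3beta kinase, cell-free; Input: 1.6 ng GSK3beta; Medium: Tris/MgCl2 kinase buffer; Timing: 60 min enzyme reaction, room temperature; Signal: ADP-Glo luminescence quantifying ADP generated by kinase; Evaluation: score relative to plate controls; Benchmarks: DMSO neutral wells and GW8510 at 20 µM as positive.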
KLF5 inhibitor = KLF5 expression inhibitors, primary screen, DLD-1 cells, luminescence; 0.23% of 290,000 active; inhibition, % at 5 µM; DLD-1 KLF5 promoter-luciferase reporter;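 active = inhibition above a per-plate limit of that plate's mean compound inhibition plus 3 SD, cut at about 60% in these data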;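 note: 0% = DMSO wells and 100% = LY294002 at 200 µM; higher means less KLF5 promoter-driven luciferase light; inactives centre near -14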
PolyA inh = polyadenylation inhibitors in yeast reporter cells, primary screen, luminescence, S. cerevisiae. S. cerevisiae SKY197-pL101 polyadenylation reporter, beta-gal luminescence; efflux-impaired pdr1/pdr3 knockout yeast; score 100 = 6 SD above DMSO. calls only at 12 µM. 0.02% of 300,000 active;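 active = lowest replicate activity score at least 50, where 100 means six control SD above control mean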;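 note: yeast exposed to compound for 9 h at 30 °C; higher score means more reporter readthrough which indicates perturbed polyadenylation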
* hit, by the source's call; i = inactive; nt = no result given. A portion of the library, so the mix of outcomes need not match the whole.

Below each compound: HSF1 inhib	aSyn UTR inh	AI-2 QS modul	IEC-6 cytotox	HSF1 activator	HSP90 inh	GSK3 alpha inh	GSK3B inh	KLF5 inhibitor	PolyA inh
O=C(NCC1COCCO1)c1ccc(OC2CCN(CCc3ccccc3)CC2)cc1 (stereo unspecified)
  -5	-13	19	6	-11	0	nt	-2	-11	i
CN(CCOc1ccccc1)C(=O)c1cc([N+](=O)[O-])cc([N+](=O)[O-])c1
  -2	9	37	1	-6	11	-3	-1	-21	i
CC(=O)NC1C(=O)N(CCN2CCOCC2)c2ccc(Cl)cc21 (stereo unspecified)
  1	-4	-7	-7	10	2	-9	0	-15	i
COC(=O)[C@@H]1CC[C@H](C)[C@@H](c2ccc(C)cc2)N1C(=O)c1ccc(/C=N/O[C@H](C)c2cn([C@@H]3COC[C@H]3O)nn2)cc1
  1	0	6	3	2	1	-2	2	-1	i
Cc1c(Cl)cccc1-c1ccc(/C=N/n2cnnc2)o1
  4	21	-11	0	8	1	nt	0	-40	i
CCc1cc(C(=O)NNC(=S)Nc2ccccc2C)cs1
  17	-147	25	6	22	3	-1	3	-121	i
COc1cc(C(=O)NC2(C(F)(F)F)NC(=O)N(CCCc3ccccc3)C2=O)cc(OC)c1OC (stereo unspecified)
  7	24	5	2	10	-4	-1	2	-7	i
CCOC(=O)C1(CCCc2ccccc2)CCN(C(=O)c2cnc(C)cn2)CC1
  13	-10	16	-3	11	-2	nt	0	-20	i
O=C(NCc1nc(-c2ccccc2)no1)c1ccc2c(c1)OCO2
  0	-20	-23	-3	19	-1	-4	-3	-10	i
CCCc1cc(C(=O)N2CCCC(N3CCN(c4ccc(F)cc4)CC3)C2)no1 (stereo unspecified)
  -5	-19	5	4	20	-5	0	-1	-53	i
COc1cc(C2C=C(C34CC5CC(CC(C5)C3)C4)NC(=S)N2)cc(OC)c1OC (stereo unspecified)
  -2	4	11	-6	26	-2	-2	-6	-11	i
Cc1ccc(CNS(=O)(=O)c2ccc3c(c2)NC(=O)CO3)cc1
  -5	-14	25	-2	4	3	0	-1	-4	i
Cc1cc(S(=O)(=O)Nc2ccc3c(c2)COC3=O)ccc1F
  0	26	9	-3	3	-1	-1	4	-2	i
Cc1ccccc1N/C(SCc1cccc(Br)c1)=C(/C#N)C(N)=O
  12	-9	3	-2	19	2	-1	5	6	i
Cc1cc(C)cc(SCc2noc(C(=O)NCCN(C)C)c2C(=O)NCCN(C)C)c1
  14	-20	5	nt	42	nt	6	1	nt	i
CCOc1ccc(-c2nnn(CC(=O)Nc3cccc(OC)c3)n2)cc1OCC
  2	34	15	1	15	6	-7	0	-34	i
Cn1ccc(C(=O)OCC(=O)Nc2ccccc2Cl)n1
  1	9	17	0	1	2	nt	2	-13	i
O=C(C[n+]1cccc2ccccc21)c1ccc([N+](=O)[O-])cc1
  1	-30	5	3	14	3	1	-2	-14	i
COc1cc(C)ccc1OCCOCCOc1ccc([N+](=O)[O-])cc1
  5	-3	8	1	11	8	-3	3	-11	i
N#CCCn1nnc2ccccc21
  -1	2	22	6	-2	5	-4	1	-15	i

Random excerpt: two compounds from above.
Below each compound: HSF1 inhib	aSyn UTR inh	AI-2 QS modul	IEC-6 cytotox	HSF1 activator	HSP90 inh	GSK3 alpha inh	GSK3B inh	KLF5 inhibitor	PolyA inh
CN(CCOc1ccccc1)C(=O)c1cc([N+](=O)[O-])cc([N+](=O)[O-])c1
  -2	9	37	1	-6	11	-3	-1	-21	i
O=C(C[n+]1cccc2ccccc21)c1ccc([N+](=O)[O-])cc1
  1	-30	5	3	14	3	1	-2	-14	i

(continued)
Below each compound: HSF1 inhib	aSyn UTR inh	AI-2 QS modul	IEC-6 cytotox	HSF1 activator	HSP90 inh	GSK3 alpha inh	GSK3B inh	KLF5 inhibitor	PolyA inh
O=C(NNC(=O)C1C2CCCCC21)c1coc(=O)c(Br)c1 (stereo unspecified)
  -43	-31	44	-5	-52	-1	0	2	-30	i
COc1ccc(CNC(=O)CN(Cc2ccccc2Cl)C(=O)c2csnn2)cc1
  6	12	4	1	0	2	-1	-3	-17	i
CCN1CCN(c2cc(C)c3cc(NC(=O)CCC(=O)N4CCN(c5ccccc5)CC4)ccc3n2)CC1
  -11	-38	-1	-3	7	2	-1	-2	-6	i
O=C1CC(N2CCN(c3nc4ccccc4s3)CC2)C(=O)N1Cc1cccs1 (stereo unspecified)
  2	11	11	-4	7	3	0	3	-3	i
COc1ccc(/C=C/C(=O)OCC(=O)Nc2ccc(Cl)c(S(=O)(=O)N(C)C)c2)cc1OC
  -2	10	10	0	-4	1	-2	-5	-18	i
CCC1=C(OC(=O)N(CC)CC)N2C(=O)OC(=NCCc3c[nH]c4ccccc34)[C@]2(Cc2ccccc2)[C@H]2C1=CC[C@H]1C(=O)N(CC(=O)OC)C(=O)[C@H]12
  5	-2	14	nt	1	nt	-2	3	nt	i
COc1ccc(C(=O)Nc2cc3c(oc2=O)CCCC3=O)cc1
  13	-69	15	0	14	-2	-1	1	-30	i
Cc1ccc(NC(CC(=O)c2ccccc2)C(=O)O)cc1Cl (stereo unspecified)
  4	-125	24	-4	3	5	-1	0	-56	i
O=C(NC(=S)Nc1ccc2c(c1)OCCO2)c1ccccc1
  1	-43	57	6	-4	10	6	0	-73	i
CCCOc1ccc(/C=N/NC(=O)c2nnn(-c3nonc3N)c2-c2cccs2)cc1OC
  -2	-31	15	-3	-1	-3	8	3	-29	i
COCCNC(=O)C(=O)NNS(=O)(=O)c1ccc2ccccc2c1
  -11	16	21	5	-6	3	-6	6	-10	i
CSCC[C@H](NC(=O)[C@@H]1Cc2ccccc2CN1)C(=O)Nc1cccc(C)c1
  8	-5	10	5	19	-1	1	0	-15	i
O=C(Oc1ccnc2cc(Cl)ccc12)N1CCCCCC1
  10	-10	19	13	9	6	3	6	-9	i
CN(C)/C=N/C1=C(C#N)C(c2ccc(Br)cc2)c2ccc3ccccc3c2O1 (stereo unspecified)
  9	-32	8	4	4	17*	-3	1	-57	i
C#CCOCCOCCOCCNc1nc(N2CCOCC2)nc(N2CCN(C(=O)[C@H]([C@@H](C)CC)n3cc([C@@H](N)CO)nn3)CC2)n1
  -5	15	19	-8	3	7	-1	1	-17	i
Cc1ccc(S(=O)(=O)N2CCCN(S(=O)(=O)c3ccc4c(c3)OCCO4)CC2)cc1
  -12	-7	42	2	-8	2	-3	0	15	i
CCOC(=O)CNC(=O)CNC(=O)c1ccc(OC(C)C)cc1
  0	-12	nt	-2	13	-4	-1	-4	8	i
CCN(CC)c1ccc(NC(=O)c2nc3nc(C)cc(C(F)F)n3n2)cc1
  -1	-9	35	-6	9	-3	-1	-6	-6	i
CCOc1ccc(C(=O)NCCCN(CC)CC)cc1
  -6	3	-15	6	-10	1	-1	-4	-11	i
NC(=O)Cn1c2[n+](c3ccccc31)CC(O)CS2 (stereo unspecified)
  -7	7	18	0	-6	3	0	-1	-21	i

Of the compounds above, three have a thiophene ring, fused or not.
Below each compound: HSF1 inhib	aSyn UTR inh	AI-2 QS modul	IEC-6 cytotox	HSF1 activator	HSP90 inh	GSK3 alpha inh	GSK3B inh	KLF5 inhibitor	PolyA inh
CCc1cc(C(=O)NNC(=S)Nc2ccccc2C)cs1
  17	-147	25	6	22	3	-1	3	-121	i
O=C1CC(N2CCN(c3nc4ccccc4s3)CC2)C(=O)N1Cc1cccs1 (stereo unspecified)
  2	11	11	-4	7	3	0	3	-3	i
CCCOc1ccc(/C=N/NC(=O)c2nnn(-c3nonc3N)c2-c2cccs2)cc1OC
  -2	-31	15	-3	-1	-3	8	3	-29	i

Next part:
Below each compound: HSF1 inhib	aSyn UTR inh	AI-2 QS modul	IEC-6 cytotox	HSF1 activator	HSP90 inh	GSK3 alpha inh	GSK3B inh	KLF5 inhibitor	PolyA inh
CCCC(C)C(=O)Nc1ccc(NC(C)=O)cc1 (stereo unspecified)
  1	-20	16	-2	7	5	-2	5	-27	i
CCC(c1nnnn1Cc1ccco1)N1CCC(C(N)=O)CC1 (stereo unspecified)
  1	17	-7	-4	-18	-1	-1	-2	-28	i
COc1cccc(-c2csc(N3CCN(C(=S)Nc4cccc(Cl)c4)CC3)n2)c1
  6	-45	9	9	0	2	3	-4	-3	i
COc1ccc(S(=O)(=O)N2CCOC23CCN(S(=O)(=O)c2cccs2)CC3)cc1
  3	8	12	nt	11	nt	nt	1	nt	i
Cc1nn(CCCC(=O)NCc2ccc(Cl)cc2)c(C)c1[N+](=O)[O-]
  -2	25	15	2	-9	-2	0	-3	-8	i

A few values from the results shown:
Reading for CCC(c1nnnn1Cc1ccco1)N1CCC(C(N)=O)CC1 (stereo unspecified) in HSF1 activator: -18
Reading for COc1ccc(S(=O)(=O)N2CCOC23CCN(S(=O)(=O)c2cccs2)CC3)cc1 in GSK3B inh: 1
Reading for Cc1nn(CCCC(=O)NCc2ccc(Cl)cc2)c(C)c1[N+](=O)[O-] in HSP90 inh: -2
Reading for CCCC(C)C(=O)Nc1ccc(NC(C)=O)cc1 (stereo unspecified) in GSK3 alpha inh: -2
Reading for COc1cccc(-c2csc(N3CCN(C(=S)Nc4cccc(Cl)c4)CC3)n2)c1 in HSF1 activator: 0
